Source: PubChem (National Center for Advancing Translational Sciences (NCATS))
CCT modulator = High-Throughput Screening for Modulators of Cytosolic Chaperonin Activity; purified chaperonin ATPase assay, HTRF ADP detection, 30 min; activity change, % (test concentration not listed), hits read low; 0.3% of 360,000 active; in the data active means activity change below about -30%; further: on the % scale 0 is the no-effect control and ±100 the full control effect
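First, chaperonin was dispensed at 40 nM or 20 nM final depending on batch activity. Next, compounds were pinned at 76 uM and ATP added at 10 uM. After 30 min at 37 °C, ADP detection reagents ran 30 min at ambient temperature.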
WRN helicase inh = qHTS for Inhibitors of WRN Helicase | Bifunctional 3'-5' exonuclease/ATP-dependent helicase WRN (Homo sapiens), Q14191 | WRN helicase unwinding, fluorescent forked duplex, kinetic | Potency, µM (doses to about 114 µM), for inactives: top-dose activity change, negative = inhibition, actives largely listed as inhibitors | 0.46% of 360,000 active; further: potency means the concentration at half of the fitted maximal effect; on the % scale 0 is the no-effect control and ±100 the full control effect; nearly all actives have a fitted effect of over 55% in size
Target sequence (Q14191 whole entry, looked up): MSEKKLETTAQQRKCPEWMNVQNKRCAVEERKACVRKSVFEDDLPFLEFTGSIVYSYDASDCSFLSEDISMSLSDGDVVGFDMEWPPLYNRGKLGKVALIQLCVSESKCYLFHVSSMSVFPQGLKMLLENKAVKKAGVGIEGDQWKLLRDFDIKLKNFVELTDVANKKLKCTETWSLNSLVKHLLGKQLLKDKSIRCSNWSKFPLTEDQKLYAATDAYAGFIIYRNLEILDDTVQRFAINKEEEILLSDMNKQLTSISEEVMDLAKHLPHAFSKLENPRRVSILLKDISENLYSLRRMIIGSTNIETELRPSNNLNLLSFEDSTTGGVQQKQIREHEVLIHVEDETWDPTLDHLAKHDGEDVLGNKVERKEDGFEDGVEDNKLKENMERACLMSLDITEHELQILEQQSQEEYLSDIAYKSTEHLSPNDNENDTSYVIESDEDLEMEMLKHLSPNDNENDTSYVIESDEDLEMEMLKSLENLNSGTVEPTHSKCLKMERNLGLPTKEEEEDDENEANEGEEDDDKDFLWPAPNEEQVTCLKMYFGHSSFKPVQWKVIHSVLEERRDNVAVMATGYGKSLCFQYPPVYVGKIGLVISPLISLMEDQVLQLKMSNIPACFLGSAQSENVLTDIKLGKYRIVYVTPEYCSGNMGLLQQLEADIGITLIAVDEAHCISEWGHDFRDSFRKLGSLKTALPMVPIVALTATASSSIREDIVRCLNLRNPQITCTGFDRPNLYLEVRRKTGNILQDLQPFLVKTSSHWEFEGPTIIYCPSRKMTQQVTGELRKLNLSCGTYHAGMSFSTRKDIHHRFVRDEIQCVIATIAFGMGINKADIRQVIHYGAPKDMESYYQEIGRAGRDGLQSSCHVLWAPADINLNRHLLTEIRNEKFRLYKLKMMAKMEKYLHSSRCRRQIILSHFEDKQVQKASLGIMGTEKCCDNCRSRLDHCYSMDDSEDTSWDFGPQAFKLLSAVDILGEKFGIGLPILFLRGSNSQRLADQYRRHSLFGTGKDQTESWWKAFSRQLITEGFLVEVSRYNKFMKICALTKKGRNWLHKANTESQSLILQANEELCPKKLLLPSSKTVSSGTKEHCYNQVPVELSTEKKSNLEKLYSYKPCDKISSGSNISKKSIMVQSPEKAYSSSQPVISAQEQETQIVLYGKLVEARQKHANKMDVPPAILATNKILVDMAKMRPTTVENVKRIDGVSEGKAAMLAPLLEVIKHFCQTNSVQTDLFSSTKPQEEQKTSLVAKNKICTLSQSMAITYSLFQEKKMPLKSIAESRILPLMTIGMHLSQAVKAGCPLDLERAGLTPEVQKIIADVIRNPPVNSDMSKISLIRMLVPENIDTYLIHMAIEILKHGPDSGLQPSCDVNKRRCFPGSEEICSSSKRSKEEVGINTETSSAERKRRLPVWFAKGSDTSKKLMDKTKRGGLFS
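Fluorescence dequenching readout, ex 525 nm/em 598 nm, kinetic mode: forked duplex DNA (100 nM final) with adjacent fluorophore and quencher unwound by WRN (20 nM final) with 2 mM ATP. Compound preincubation 15 min, room temperature.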
EPAC1 antag = qHTS for Antagonist of cAMP-regulated guanine nucleotide exchange factor 3 (EPAC1): primary screen; Rap guanine nucleotide exchange factor 3 (Homo sapiens), O95398; EPAC1 GEF assay, Rap1b-BODIPY-GDP exchange fluorescence; Potency, µM (highest dose often 115 µM), for the others: top-dose activity change, negative = inhibition, usual class: inhibitors; 0.14% of 360,000 active; AID 720709, 2013;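 further: potency means the concentration at half of the fitted maximal effect; plate controls were vehicle for no effect and positive control for full effect; nearly all actives have a fitted effect of over 50% in size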
EPAC2 antag = qHTS for Antagonist of cAMP-regulated guanine nucleotide exchange factor 2 (EPAC2): primary screen. AID 720708, 2013. Potency, µM (highest dose often 114 µM), for the others: at the highest dose activity, negative = inhibition, hits mostly inhibitors. EPAC2 GEF exchange of Rap1B-BODIPY-GDP, fluorescence. Rap guanine nucleotide exchange factor 4 (Homo sapiens), Q8WZA2. 0.18% of 360,000 active; further: potency means the concentration at half of the fitted maximal effect; on the % scale 0 is the no-effect control and ±100 the full control effect; nearly all actives have a fitted effect of over 45% in size; many of its hits are not listed in these tables
PLK1 PBD block = qHTS for Inhibitors of PLK1-PDB (polo-like kinase 1 - polo-box domain): Primary Screen. AID 720504, 2013. Plk1 PBD binding of FITC phosphopeptide, fluorescence polarization. 2.8% of 360,000 active. Potency, µM, without a hit: max response, negative = inhibition, usual class: inhibitors. Serine/threonine-protein kinase PLK1 (Homo sapiens), P53350; further: potency means the concentration at half of the fitted maximal effect; series mostly up to about 57 µM; on the % scale 0 is the no-effect control and ±100 the full control effect; nearly all actives have a fitted effect of over 65% in size
MmCpn inh = Inhibitors of TCP-1 ring complex (TRiC) of Methanococcus maripaludis (MmCpn): qHTS; AID 504842, 2011; Potency, µM (doses to about 76.9 µM), without a hit: top-dose activity, negative = inhibition, hits mostly inhibitors; purified Mm-Cpn ATPase, ADP Transcreener TR-FRET; Chaperonin Mm-Cpn (Methanococcus maripaludis); 0.031% of 330,000 active; further: potency means the concentration at half of the fitted maximal effect; on the % scale 0 is the no-effect control and ±100 the full control effect; nearly all actives have a fitted effect of over 80% in size
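ATP (10 uM final) was added to archaeal chaperonin (25 nM final) after 10 min exposure to test compound at 37°C; after 30 min further incubation, ADP was detected by competitive TR-FRET.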
PI5P4Ka inh = qHTS for Inhibitors of phosphatidylinositol 5-phosphate 4-kinase (PI5P4K). Phosphatidylinositol 5-phosphate 4-kinase type-2 alpha (Homo sapiens), P48426. PI5P4Kalpha enzyme, ADP-Glo luminescence, 60 min; active compounds read low. max response, %. 1.2% of 330,000 active; active means max response of -50% or lower; inconclusive means between -30% and -50%; inactive means -30% or higher; further: value at the top dose of about 77 µM; on the % scale 0 is the no-effect control and ±100 the full control effect
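qHTS, 1536-well: enzyme/substrate mix, compound by pin tool, 5 microM ATP final; RT 60 min; ADP-Glo reagents 1 (45 min) then 2 (30 min); luminescence.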
EPAC1 ag = qHTS for Agonist of cAMP-regulated guanine nucleotide exchange factor 3 (EPAC1): primary screen | Potency, µM (highest dose often 154 µM), for the others: top-dose activation, most hits filed as activators | Rap guanine nucleotide exchange factor 3 (Homo sapiens), O95398 | EPAC1 agonist qHTS, biochemical assay; response scale: 100% = response to 6.5 mM cAMP | 0.073% of 360,000 active; further: potency means the concentration at half of the fitted maximal effect; nearly all actives have a fitted effect of over 60% in size
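Fluorescent GDP-exchange assay: 100 nM EPAC1 with 250 nM Rap1B preloaded with BODIPY-GDP and 50 uM GDP; compounds tested as concentration series, 5 min at room temperature, then read every 5 min for 30 min (ex 480/em 540 nm); normalized to 6.5 mM cAMP.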
Numbers without * were called inactive; ? = inconclusive; / = no result given; [ ] = dose if it differs, or a comment. Unless noted, the call rests on the fitted dose curve; in most records, active means well fitted curve in the direction sought with a large enough effect; inconclusive means small, poorly fitted or top-dose-only effect, or another doubt; inactive means no such curve, though single readings can be large; an effect the other way counts as inactive or inconclusive. Only part of the results is shown, so the mix of outcomes need not match the whole.

item | Molecule | CCT modulator | WRN helicase inh | EPAC1 antag | EPAC2 antag
1 | O=C(O)c1ccc(S(=O)(=O)N2CCOCC2)o1 | -0.4 | -35% | -20% | 3%
2 | COc1cc2c(cc1OC)C(C)N(C(=O)c1sccc1C)CC2 (stereo not given) | 0.3 | -3% | -2% | -11%
3 | O=C(Nc1ccc(S(=O)(=O)NCc2ccco2)cc1)C1CCCCC1 | 2.1 | -1% | -2% | -3%
4 | Cc1ccc(-c2nnn(CC(=O)N(CCO)C(C(=O)NC3CCCCC3)c3ccncc3)n2)o1 (stereo not given) | -1.4 | 3%[57.1 µM] | 12% | -6%
5 | Cc1ccc([N+](=O)[O-])c(NC2OC(CO)C(O)C2O)c1 (stereo not given) | -5.4 | -1% | -4% | 3%
6 | CCS(=O)c1ccccc1C(=O)OCC(=O)N1CCC(c2ccccc2)=N1 (stereo not given) | 0.6 | -2% | 2% | -15%
7 | Cc1cc(Nc2ccc(C(C)C)cc2)n2ncnc2n1 | -0.3 | -2% | -10% | -4%
8 | CC(C)[C@@H](N)C(=O)N/N=C/c1ccc2ncccc2c1 | 1.1 | -13% | 0% | -1%
9 | Cc1c(OCC(=O)N2CCC(C(=O)O)CC2)ccc2c3c(c(=O)oc12)CCC3 | -3.3 | 0% | -4% | 7%
10 | CC(=O)c1cccc(OCc2cc(C(=O)N(C)Cc3nccs3)no2)c1 | 0.6 | -1% | 5% | 8%
11 | Cc1ccc(/C=N/n2c(-c3ccc(Cl)cc3)n[nH]c2=S)s1 | 0.6 | -14% | 10% | -7%
12 | CCN1Cc2c(/C=C/c3ccccc3)nc3ccc(OC)cc3c2N(c2cccc(Cl)c2)C1 | -0.7 | -6% | -9% | 1%

item | PLK1 PBD block | MmCpn inh | PI5P4Ka inh | EPAC1 ag
1 | -7% | 1% | -12 | 9%
2 | -24% | -1% | 3 | 2%
3 | -11% | 0% | -15 | -5%
4 | 34µM* | -3% | -4 | 7%
5 | -17% | 1% | -3 | 5%
6 | 7% | -4% | 6 | 2%
7 | -4% | 0% | -3 | 1%
8 | -3% | 0% | -1 | 0%
9 | -7% | 2% | 2 | -12%
10 | 6% | / | -16 | 1%
11 | ? | 3% | -2 | 6%
12 | -19% | ? | -7 | 4%

Next results:
item | Molecule | CCT modulator | WRN helicase inh | EPAC1 antag | EPAC2 antag
13 | NS(=O)(=O)c1ccc(CCNC(=O)C(c2ccccc2)c2ccccc2)cc1 | 1.1 | 3% | -10% | 5%
14 | O=C(Nc1cccc(Cl)c1)c1ccccc1 | -0.3 | -4% | -4% | -5%
15 | Cc1ccc(NC(CC(=O)c2ccccc2)C(=O)O)cc1Cl (stereo not given) | -16 | -5% | -17% | -5%
16 | CN(Cc1cc(Cl)cc(Cl)c1)CC(C(=O)c1ccccc1)c1ccccc1 (stereo not given) | -1.0 | -9% | -14% | -9%
17 | CCC1(c2ccc(F)cc2)NC(=O)N(CC(=O)Nc2cc(C)on2)C1=O (stereo not given) | -4.5 | 8% | 4% | -1%
18 | C/C(=C\c1cccs1)C(=O)c1c(C)cc(C)[nH]c1=O | -0.9 | 1% | -10% | 1%
19 | CCn1nc(C)c(/C=N/NC(=O)Cn2nc(C)cc2C)c1C | 0.3 | -2% | -14% | 1%
20 | COc1ccc(NC(=O)CCC(=O)c2ccc(Cl)cc2)cn1 | -0.5 | -9% | 6% | 2%
21 | CC[C@]12c3[nH]c4ccc(OC)cc4c3CCN1C(=O)C(CC(=O)NC/C=C(\C)CCC=C(C)C)C[C@@H]2C(=O)N1CCN(C(=O)C2CC2)CC1 (stereo not given in full) | 0.2 | -2% | -24% | -2%
22 | CCn1c2ccccc2c2nnc(SCC(=O)NCCOC)nc21 | -0.8 | -4% | 11% | -6%
23 | FC(F)(F)c1cc(-c2cccs2)nc(N2CCOCC2)n1 | -0.9 | -17% | 7% | 14%
24 | CCOC(=O)C1CCN(CC(=O)Nc2c(C(=O)OC)[nH]c3ccc(Cl)cc23)CC1 | -1.3 | -13% | -3% | -7%

item | PLK1 PBD block | MmCpn inh | PI5P4Ka inh | EPAC1 ag
13 | -2% | 1% | -1 | -1%
14 | -13% | 0% | 8 | 2%
15 | 24µM* | -7% | -7 | 2%
16 | -6% | / | -4 | 8%
17 | -2% | 0% | 3 | 5%
18 | -7% | 0% | -1 | 14%
19 | -4% | 1% | -1 | 9%
20 | -12% | -1% | ? | -9%
21 | -3% | 1% | 3 | -15%
22 | -1% | -1% | / | -1%
23 | -3% | -9% | 22 | -9%
24 | -5% | 0% | 1 | 8%

More results follow.
item | Molecule | CCT modulator | WRN helicase inh | EPAC1 antag | EPAC2 antag
25 | O=C(c1cc2ccccc2o1)N1CCCC1 | 0.3 | -1% | -11% | 11%
26 | Cc1cc([N+](=O)[O-])c(N2CCC[C@@H]2C(=O)O)c([N+](=O)[O-])c1 | -0.6 | -6% | -23% | -4%
27 | CCOc1ccc(N(CC(=O)NCc2ccco2)S(C)(=O)=O)cc1 | -0.1 | 1% | -14% | 9%
28 | CCc1cc2cccc(C)c2nc1SCC(=O)Nc1cc(C)on1 | -1.2 | 7% | -11% | -1%
29 | Cc1ccc(C(C)(C)C)cc1S(=O)(=O)Nc1nc2ccccc2nc1Cl | -1.1 | -6% | -13% | ?
30 | O=C(N/N=C/c1ccco1)c1cccc(NC(=O)c2ccccc2Cl)c1 | -0.7 | 7% | -3% | 7%
31 | c1ccc(Cc2nnc3n2CCCCC3)cc1 | 0.9 | -3% | 0% | -3%
32 | Cn1ncc([N+](=O)[O-])c1C(=O)Nc1cccc(Cl)c1 | 0.2 | -1% | 4% | 3%
33 | N#CC(C#N)=Cc1ccc(OC(=O)c2ccccn2)cc1 | 0.0 | -8% | 8% | 8%
34 | O=C(Nc1ccc(Cl)cc1)C1Cc2c(-c3ccc(Cl)cc3)ccnc2O1 (stereo not given) | -2.5 | 0% | -11% | 4%
35 | NS(=O)(=O)c1ccc(CNC(=O)Cc2ccc(S(=O)(=O)N3CCOCC3)s2)cc1 | -2.0 | 2% | -8% | -2%
36 | O=C/C=C/c1coc2ccc3ccccc3c2c1=O | -1.7 | -5% | -1% | 5%

item | PLK1 PBD block | MmCpn inh | PI5P4Ka inh | EPAC1 ag
25 | -6% | 0% | 5 | -6%
26 | -4% | -2% | -3 | 0%
27 | -3% | 1% | 0 | 14%
28 | 2% | -2% | 9 | 4%
29 | ? | -6% | 2 | 2%
30 | -1% | -1% | 0 | -3%
31 | -8% | -1% | 10 | 0%
32 | -5% | -7% | 4 | 13%
33 | -24% | -1% | -4 | 6%
34 | -9% | / | 8 | -8%
35 | -3% | 2% | -5 | 4%
36 | -25% | -1% | 0 | 0%

In the list so far, these contain a COOH group.
item | Molecule | CCT modulator | WRN helicase inh | EPAC1 antag | EPAC2 antag
1 | O=C(O)c1ccc(S(=O)(=O)N2CCOCC2)o1 | -0.4 | -35% | -20% | 3%
9 | Cc1c(OCC(=O)N2CCC(C(=O)O)CC2)ccc2c3c(c(=O)oc12)CCC3 | -3.3 | 0% | -4% | 7%
15 | Cc1ccc(NC(CC(=O)c2ccccc2)C(=O)O)cc1Cl (stereo not given) | -16 | -5% | -17% | -5%
26 | Cc1cc([N+](=O)[O-])c(N2CCC[C@@H]2C(=O)O)c([N+](=O)[O-])c1 | -0.6 | -6% | -23% | -4%

item | PLK1 PBD block | MmCpn inh | PI5P4Ka inh | EPAC1 ag
1 | -7% | 1% | -12 | 9%
9 | -7% | 2% | 2 | -12%
15 | 24µM* | -7% | -7 | 2%
26 | -4% | -2% | -3 | 0%

(next part)
item | Molecule | CCT modulator | WRN helicase inh | EPAC1 antag | EPAC2 antag
37 | COc1ccccc1C(=O)NC(=O)COC(=O)c1cnc(C)cn1 | -2.5 | -1% | -11% | ?
38 | N#C/C(=C\c1ccc(N2CCOCC2)c([N+](=O)[O-])c1)c1nc2ccccc2[nH]1 | -2.8 | -34% | 11% | -11%
39 | Cc1c(/C(O)=C2/C(=O)C(=O)N(Cc3cccnc3)C2c2ccccn2)cnn1-c1ccccc1 (stereo not given) | -0.6 | -32% | 8% | 6%
40 | O=C(O)CCC(=O)NNC(=O)COc1ccc2ccccc2c1Br | 2.2 | -11%[57.1 µM] | 0% | 2%
41 | CCn1c(NC(=O)C(C)C)c(-c2ccccc2)c(=O)c2ccccc21 | 1.5 | -4% | -3% | -2%
42 | O=C(CN1CCC(n2nnc3cc(F)ccc32)CC1)N1CCc2ccccc2C1 | -1.3 | -1% | 4% | 4%
43 | O=C(Nc1nnc(-c2cccs2)s1)c1cccc(F)c1 | -3.4 | -9% | -12% | -6%
44 | COc1ccc(C)c(-n2c(N)cc(=O)n(Cc3ccccc3)c2=O)c1 | -1.3 | -6% | -7% | -6%
45 | CCOc1cc(N2CCOCC2)c(OCC)cc1NC(=O)COc1ncnc2ccc(Br)cc12 | -2.1 | -13%[57.1 µM] | 9% | -1%
46 | COc1ccccc1NC(=S)N(Cc1ccccn1)Cc1ccccc1Cl | 0.7 | 0% | 1% | 3%
47 | Cc1csc(NC(=O)CCC(=O)c2cccs2)n1 | -1.2 | 5% | -1% | 3%
48 | Cc1ccc(N/N=C/c2c(O)cc(C)oc2=O)cc1 | 0.6 | -8% | 4% | 10%

item | PLK1 PBD block | MmCpn inh | PI5P4Ka inh | EPAC1 ag
37 | -7% | 1% | 3 | 2%
38 | -6% | 0% | -26 | 11%
39 | -12% | 1% | 2 | 2%
40 | -22% | -14% | 12 | 1%
41 | 1% | 1% | -10 | 11%
42 | -6% | -2% | / | -2%
43 | 2% | -18% | 12 | 10%
44 | -14% | 1% | -11 | 5%
45 | -6% | 0% | -6 | -2%
46 | -3% | -15% | 2 | 10%
47 | -4% | 0% | -22 | 1%
48 | -8% | 0% | 2 | -2%
